High-throughput results as filed in PubChem.
Autophagy HCS: autophagy modulation, high-content screen; MEF GFP-LC3 puncta imaging; test concentration mostly 10 µM; calls only at 10 µM (by protocol); 190,000 tested, 0.98% active; AID 463193;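 active means percentage of spot-positive cells more than 3 SD above its plate mean, without a fluorescence outlier flag or 80% toxicity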;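 further: spot-positive cell cutoff set from DMSO-treated cells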
Yfh1-depleted yeast: mitochondrial function rescue without frataxin homolog – Friedreich's ataxia, plus single-dose screen, dose response (AID 1465) | S. cerevisiae Yfh1-off respiration, WST-1 reduction, 72 h; higher fold induction means a stronger effect | 220,000 tested, 0.074% active | fold induction at 50 µM; hits with a dose series show EC50 in µM;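 active means fold induction of absorbance versus untreated yeast above a set limit, then at least 30% activation at any dose in follow-up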;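 further: activators that raise dye reduction in frataxin-depleted yeast; strong numbers were not always called active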
WT yeast gro inh: growth inhibition of WT yeast, mitochondrial fusion screen | mitochondrial fusion phenotypic screen, WT strain | inhibition, % at 10 µM | 190,000 tested, 2.1% active; in the data active means inhibition above about 58%; tested in S. cerevisiae
Insulin prom up: MIN6 insulin promoter up-regulation. MIN6 insulin promoter-GFP reporter, high-content imaging; stronger effect = higher value. z-score at 5 µM. 190,000 tested, 0.3% active;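 active means z-score above 3 at 5 µM with at least 500 cells counted in the well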
AID2073: inhibitors of Mint1-CaV2.2 protein interaction, biochemical, HTRF (AID 2073); HTRF protein-protein interaction, Mint1-CaV2.2; higher % means a stronger effect; inhibition, % at 20 µM, or IC50 in µM where a hit was titrated; 290,000 tested, 0.19% active; in the data active means inhibition mostly above about 51%, no sharp cut-off; further: some results filed as inactive read as strong as hits
b-catenin transl: alters nuclear translocation of beta-catenin in HeLa cells | immunofluorescence imaging | 190,000 tested, 0.3% active | AID 1665 | nuclear translocation activity, % at 5 µM;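 active means nuclear translocation activity above 50% at 5 µM, with a well cell count of 50 or more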;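 further: per-cell ratio of nuclear to cytoplasmic median beta-catenin stain intensity; plate controls were DMSO negative control for no effect and GSK-3 inhibitor IX positive control for full effect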
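System: HeLa cells, endogenous beta-catenin; compound dosing: 5 µM primary single dose, 0.1% DMSO, 0.02–20 µM confirmation series; incubation: 24 h compound exposure at 37°C, 5% CO2; signal: beta-catenin immunofluorescence imaging with DAPI; evaluation: % activation, nuclear-to-cytoplasmic median beta-catenin signal ratio per cell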
MT stabilize HCS: stabilizes microtubules in HeLa cells. 200,000 tested, 0.83% active. AID 2205. HeLa tubulin immunostaining HCS, 24 h; share of cells brighter than vehicle mean+2SD. % tubulin-high responders, % at 10 µM;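 active means plate Z-score above 3 for both tubulin-high and condensed-nucleus cell shares, with cell loss under 80%, at 10 µM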;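 further: anti alpha tubulin signal scored within the nucleus-defined area of each cell; some results filed as inactive read as strong as hits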
HIV fusion peptide: inhibitors of HIV fusion peptide binding, primary screen, biochemical, uHTS, fluorescence dequenching (AID 1986); one-dose inhibition, % at 20 µM; IC50 in µM for titrated hits; cell-free peptide binding, fluorescence dequenching, 30 min; higher % means a stronger effect; 290,000 tested, 0.3% active; in the data active means inhibition mostly above about 52%, no sharp cut-off; inactive means mostly below about 76%; further: some results filed as inactive read as strong as hits
Dynein transport: blocks dynein driven cargo transport along microtubules; AID 1381; 3617.4 mouse cells, GR-EGFP nuclear translocation imaging; test concentration mostly 20 µM; stimulated with dexamethasone, 1 µM; stronger effect = lower value; 220,000 tested, 0.47% active; z-score, hits read low;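 active means plate z-score of nuclear minus cytoplasmic receptor signal below a set negative limit, without overly bright fluorescence or cell loss, cut at about -3.5 in these data, passing the limit was not always enough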;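 further: z-score of nuclear minus cytoplasmic ring GR-EGFP intensity difference per well; some compounds called inactive have numbers as strong as hits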
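Buffer or medium: tet-free, stripped-serum medium; Also added: dexamethasone, 1.0 µM final; Technique: high-content fluorescence imaging after fixation; Times: 48 h induction, 1 h compound, 30 min dex at 37 °C; Read-out: per-cell GR-EGFP intensity, nucleus versus surrounding cytoplasmic ring, well-averaged.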
WT yeast gro inh mutant strain: further read-out of WT yeast gro inh, marked with its call; inhibition, %; mitochondrial fusion phenotypic screen, mutant strain inhibition
Dynein transport cytoplasmic EGFP: recorded beside Dynein transport, whose call it bears; z-score; measured here: cytoplasmic GR-EGFP intensity; stronger effect = higher value
Dynein transport nuclear GR-EGFP: recorded beside Dynein transport, whose call it bears; z-score; measured here: nuclear GR-EGFP intensity;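 lower value marks the stronger effect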
Dynein transport cell count: also measured in Dynein transport; calls as there; z-score; measured here: cell count per field
Insulin prom up cell count: recorded beside Insulin prom up, whose call it bears; cell count; measured here: cytotoxicity, nuclei count;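 total cells summed across four imaged fields per well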
b-catenin transl cell count 5 µM: further read-out of b-catenin transl, marked with its call; cell count; measured here: cell count, cytotoxicity flag
MT stabilize HCS Hoechst-high %: also measured in MT stabilize HCS; calls as there; % Hoechst-high responders; measured here: nuclear condensation Hoechst responders;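 share of cells brighter than vehicle mean plus two SD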
MT stabilize HCS cytotoxicity %: recorded beside MT stabilize HCS, whose call it bears; toxicity, %; measured here: cytotoxicity by cell density;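 0% = mean cell density of plate MIN control wells and 100% = no cells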
Autophagy HCS cell loss 18 h: further read-out of Autophagy HCS, marked with its call; toxicity, %; measured here: cell loss, nuclei count;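 cell loss after 18 h compound exposure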
* marks the source's active call; other numbers are inactive results; i = inactive; / = no result given.

SMILES	Autophagy HCS	Autophagy HCS cell loss 18 h	Yfh1-depleted yeast	WT yeast gro inh	WT yeast gro inh mutant strain	Insulin prom up	Insulin prom up cell count	AID2073	b-catenin transl	b-catenin transl cell count 5 µM	MT stabilize HCS	MT stabilize HCS Hoechst-high %	MT stabilize HCS cytotoxicity %	HIV fusion peptide	Dynein transport	Dynein transport cytoplasmic EGFP	Dynein transport nuclear GR-EGFP	Dynein transport cell count
N/C(=N\OC(=O)CCC1CCCCC1)c1ccccn1	i	9	i	11	8	-0.03	1519	7%	-0.9	1398	2.0	1.0	6.9	-0.2%	-0.25	-0.18	-0.36	0.54
CO/N=C/c1ccc(Sc2ccccc2N)c([N+](=O)[O-])c1	i	-33	i	47	44	0.26	1253	-13%	-2.7	927	2.9	1.3	3.2	3.2%	-1	0.0011	0.36	-2.2
COc1ccc(-c2csc3nc(-c4ccccc4F)oc(=O)c23)cc1OC	i	-17	i	-5	-8	-1.2	1467	13%	5.2	1412	5.5	1.2	1.4	-1.5%	-3.8*	0.6*	-1.5*	-0.57*
CC(C)CCNc1cc(=O)n(C)c(=O)n1C	i	13	i	8	25	-0.12	1308	18%	/	/	4.9	2.1	7.6	-1.0%	-0.9	-0.22	0.23	0.59
Cc1cccc(NC(=O)CSc2ncnc3nc[nH]c23)c1	i	-20	i	-11	-6	-0.45	1701	-11%	-0.6	1269	3.0	2.1	3.0	-1.0%	0.36	-0.21	0.5	1.4
COC(=O)c1ccc(CO/N=C(\NC(C)=O)c2nonc2NC(C)=O)cc1	i	-21	i	2	0	0.42	1100	-1%	0.8	1093	2.0	2.0	1.5	-1.0%	0.41	-0.2	0.54	-0.92
Cc1ccc(S(=O)(=O)c2cc(C#N)c(=O)[nH]c2N)cc1	i	-3	i	6	8	/	/	6%	/	/	1.1	2.3	6.4	8.3%	-0.18	-0.25	-0.56	0.78
Cc1cc(C)n2nc(C(=O)N/N=C/c3ccccc3Cl)nc2n1	i	1	i	-2	-8	0.16	1366	0%	0.2	987	0.7	1.9	8.4	-0.1%	1.9	0.073	1	-1.7
Cc1ccc(C)c(N2CCN(C(=O)Cc3ccc(-n4c(=O)[nH]c5ccsc5c4=O)cc3)CC2)c1	i	1	i	-9	-21	-0.42	1030	5%	/	/	2.5	5.0	4.4	-2.2%	-0.31	-0.31	-0.59	0.71
O=C(NCCC(=O)N1CCNC1=O)OCc1ccccc1	i	2	i	18	8	0.72	1337	-9%	1.2	1129	7.0	2.3	7.4	-0.5%	-0.11	-0.12	-0.037	0.52
CCNC(=S)NCc1ccc(OC)c(OC)c1	i	4	i	2	6	0.73	1535	5%	-6.7	1057	5.4	2.5	9.3	0.3%	-0.25	-0.25	0.45	0.21
CCOC(=O)c1cnn(-c2ccccc2)c1-n1cccc1C(=O)C(=O)Nc1ccccc1C(F)(F)F	i	2	i	43	22	-0.11	1630	8%	-0.4	1346	0.8	1.4	9.3	2.3%	1.4	-0.18	0.29	-0.61
COC(=O)CCC(=O)NNC(=O)CCCOc1ccc(Cl)cc1Cl	i	-30	i	-2	-19	/	/	3%	/	/	2.3	2.1	9.4	-2.1%	-0.63	-0.13	-0.069	0.19
CSc1nc(Cc2ccccc2)cc(=O)[nH]1	i	8	i	0	-6	/	/	16%	2.2	1436	2.4	1.4	2.1	-0.1%	0.91	-0.26	0.75	-0.7
Nc1ccc(C(=O)OCCCc2nc3ccccc3[nH]2)cc1	i	-2	i	-7	13	0.79	1128	-1%	/	/	3.2	1.6	3.6	3.3%	-0.37	-0.27	-0.8	-0.028
CCOC(=O)c1c(NC(=O)C(C)S(=O)(=O)c2cn(CC)c3ccccc23)sc2c1CCCC2 (stereo not drawn)	i	-8	i	15	-5	-0.04	1349	2%	1.4	539	1.4	2.0	6.2	-0.8%	-0.41	-0.25	0.73	-0.25
O=C(NNC(=O)C1CCN(Cc2ccc(F)cc2Cl)CC1)Nc1ccc([N+](=O)[O-])cc1	i	-2	i	-12	-8	0.81	1410	4%	0.2	1357	2.3	2.0	12	-1.2%	-0.78	0.32	-0.26	-0.63
Cc1ccc(C)c(-n2ccnc2SCC(N)=O)c1	i	8	i	6	14	0.51	1592	0%	-3.2	1035	2.5	2.4	6.5	-0.7%	0.54	-0.25	0.76	0.12
CN(c1nnc(N)s1)C1CCCCC1	i	15	/	7	-2	0.14	1182	-3%	-3.3	575	7.9	1.9	0.3	1.7%	-0.6	-0.26	0.29	0.6
NS(=O)(=O)c1ccc(CCNC(=O)CCCn2c(SCC(=O)N3CCCC3)nc3ccsc3c2=O)cc1	i	-7	i	8	-6	0.23	1246	2%	-1.1	1050	1.4	2.7	6.3	4.3%	0.6	-0.34	-0.13	-0.45
Cc1cc(NC(=O)CSCc2nc(-c3cccc(F)c3)oc2C)no1	i	30	i	8	-1	-0.13	870	-3%	/	/	7.8	3.4	7.2	-1.6%	0.92	0.033	0.63	-1.3
Cc1ccc2c(c1)C1CN(C)CCC1N2C(=O)COc1ccc(N(C)C(=O)c2ccccc2)cc1 (stereo not drawn)	i	-13	i	-9	-23	0.12	877	19%	-0.1	1117	3.3	2.5	7.1	0.7%	-0.44	-0.13	-0.17	0.081
O=C(c1ccc([N+](=O)[O-])c(CS(=O)(=O)c2ccc(Cl)cc2)c1)N1CCCC1	i	-16	i	0	-17	-0.06	1050	10%	2.7	1042	2.5	2.2	7.9	-0.5%	0.18	-0.23	0.15	0.34
CCn1nc(C)c(/C=N/NC(=O)Cn2nccc2C)c1C	i	16	i	-6	1	-0.03	1205	4%	0.1	980	2.9	1.8	0.9	0.2%	0.18	-0.18	0.27	-0.68
CN(C)/N=C/C=C1\CCC/C(=C/c2cccs2)C1=O	/	/	i	/	/	0.39	1379	-14%	0.3	1302	/	/	/	6.5%	-0.68	-0.23	-0.55	0.93

Next section.
SMILES	Autophagy HCS	Autophagy HCS cell loss 18 h	Yfh1-depleted yeast	WT yeast gro inh	WT yeast gro inh mutant strain	Insulin prom up	Insulin prom up cell count	AID2073	b-catenin transl	b-catenin transl cell count 5 µM	MT stabilize HCS	MT stabilize HCS Hoechst-high %	MT stabilize HCS cytotoxicity %	HIV fusion peptide	Dynein transport	Dynein transport cytoplasmic EGFP	Dynein transport nuclear GR-EGFP	Dynein transport cell count
COc1cc(/C=N/n2c(-c3cc(C)[nH]n3)n[nH]c2=S)ccc1O	/	/	i	/	/	-0.07	1092	-56%	-1.3	1362	/	/	/	0.4%	0.094	-0.18	-0.055	-0.095
c1ccc(CSc2ccc(-c3cccnc3)nn2)cc1	i	22	i	6	-25	-0.19	1294	5%	2.1	1049	7.6	1.8	11	-0.3%	-0.88	-0.073	-0.48	0.26
CC(=O)c1ccc(-n2nnnc2SCC(=O)NNC(=O)c2ccco2)cc1	i	5	i	2	-1	-0.23	1638	-8%	-0.9	1353	2.4	1.4	6.5	0.4%	0.044	-0.14	0.019	-0.17
c1ccc2c(c1)nc(NCc1ccc3c(c1)OCO3)n2CCN1CCOCC1	i	12	i	-1	6	-1.3	1469	13%	-0.1	1466	3.0	1.7	4.5	0.6%	-0.37	-0.12	-0.055	1.1
CC(=O)OC1OCCOC1NC(=S)Nc1cccc(C(F)(F)F)c1 (stereo not drawn)	i	-4	i	-29	10	-0.4	1235	4%	4.2	992	6.5	1.6	4.3	1.7%	-0.82	-0.3	-0.2	-0.4
O=C(CN1C(=O)C2CCCCC2C1=O)OCc1nnc(-c2ccccc2)o1 (stereo not drawn)	i	5	i	-17	13	0.13	1317	12%	2.9	1146	2.8	2.8	4.3	0.7%	-1.3	-0.22	-0.89	0.44
CC1(C)CC(=O)C2=C(C1)N(c1ccccc1)C(N)=C(C#N)C2c1ccsc1 (stereo not drawn)	i	-8	i	14	13	-0.87	938	3%	/	/	1.4	0.7	7.6	-1.5%	0.98	-0.3	0.42	-0.074
CC(=O)c1ccc(O)c(CSC2=NCCS2)c1	i	-10	i	16	-1	-0.26	1622	6%	-2.8	1044	3.2	2.5	1.0	0.8%	1.3	-0.21	0.23	-0.43
CCCC(=O)N/C(N)=N/c1nc(C)c2cc(C)ccc2n1	/	/	i	/	/	-0.13	1265	0%	-2.1	1194	/	/	/	1.3%	-0.91	-0.068	-0.43	0.82
COC(=O)c1[nH]c2ccccc2c1NC(=O)Oc1ccccc1	i	-20	i	6	-1	-1.3	997	2%	-1.1	1194	2.8	2.2	12	-1.2%	-0.51	-0.045	-0.23	0.64
O=C(Nc1nc2cc(Cl)ccc2s1)C1CCCN(S(=O)(=O)c2cccc3cccnc23)C1 (stereo not drawn)	i	6	i	39	4	0.69	905	22%	/	/	11	2.9	16	0.1%	-0.35	-0.23	-0.052	0.0077
CCOC(=O)Cc1csc(NS(=O)(=O)c2ccc(Cl)cc2)n1	i	18	i	10	7	0.02	1453	32%	-0.8	1075	3.3	2.2	7.0	5.4%	0.68	-0.2	0.51	-0.67
CCC(=O)Nc1cc(-c2nn(CC(=O)N3CCCCC3)c(=O)c3ccccc23)ccc1N1CCOCC1	i	-10	i	-4	-5	/	/	-18%	-5.4	1187	1.2	1.0	6.2	1.0%	-0.55	-0.3	-0.37	0.63
